Compound activity: PubChem BioAssay, National Center for Advancing Translational Sciences (NCATS)
aSyn rescue = alpha-synuclein toxicity inhibition in yeast; 370,000 compounds, 0.14% hits; Potency, µM (top dose mostly 46.1 µM), for the others: at the highest dose growth rescue (activation), hits mostly activators; AID 652106; Yeast expressing alpha-synuclein, growth rescue, BacTiter-Glo, 24 h; also: potency is read from the fitted curve at half-maximal effect; % of control where 0% means no effect; nearly all actives have a fitted effect of over 65% in size
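Readout is rescue of growth in alpha-synuclein-expressing yeast, so inhibitors of toxicity appear as activators. Growth after 24 hr at 30 deg C in galactose medium is quantified by luminescence.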
PI5P4Ka inh = PI5P4K alpha (human) kinase inhibition | PI5P4Kalpha enzyme, ADP-Glo luminescence, 60 min; hits give low values | 330,000 compounds, 1.2% hits | P48426 | max response, %; active = max response of -50% or lower; inconclusive = between -30% and -50%; inactive = -30% or higher; also: value at the top dose of about 77 µM; % is scaled to controls: 0 for no effect and ±100 for the full control effect
Target sequence (P48426 whole entry, looked up): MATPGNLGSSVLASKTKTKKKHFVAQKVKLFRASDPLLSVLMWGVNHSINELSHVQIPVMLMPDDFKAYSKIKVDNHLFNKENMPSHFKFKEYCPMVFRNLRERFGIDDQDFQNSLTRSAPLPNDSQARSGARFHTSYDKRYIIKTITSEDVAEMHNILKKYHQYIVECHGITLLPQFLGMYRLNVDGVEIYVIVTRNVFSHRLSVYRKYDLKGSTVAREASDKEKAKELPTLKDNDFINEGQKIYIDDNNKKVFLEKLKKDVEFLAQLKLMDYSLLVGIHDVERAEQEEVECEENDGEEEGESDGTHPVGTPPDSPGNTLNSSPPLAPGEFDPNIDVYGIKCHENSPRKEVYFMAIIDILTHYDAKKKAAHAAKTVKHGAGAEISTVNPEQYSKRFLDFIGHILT
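ADP-Glo luminescence end-point read after a 60 min room-temperature kinase reaction of PI5P4Kalpha plus substrate, initiated with ATP at 5 microM final. Buffer: 0.038 M HEPES pH 7.4, EGTA, 0.1% CHAPS, 5% DMSO.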
EPAC1 antag = blocks human EPAC1 exchange factor; EPAC1 GEF assay, Rap1b-BODIPY-GDP exchange fluorescence; Potency, µM (top dose mostly 115 µM), without a hit: at the top dose activity change, negative = inhibition, most hits filed as inhibitors; 360,000 compounds, 0.14% hits; AID 720709;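 also: potency is read from the fitted curve at half-maximal effect; plate controls were vehicle for no effect and positive control for full effect; nearly all actives have a fitted effect of over 50% in size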
WRN helicase inh = WRN helicase (human) inhibition; Q14191; WRN helicase unwinding, fluorescent forked duplex, kinetic; Potency, µM (highest dose often 114 µM), without a hit: top-dose activity change, negative = inhibition, hits mostly inhibitors; 360,000 compounds, 0.46% hits; AID 651768; also: potency is read from the fitted curve at half-maximal effect; % is scaled to controls: 0 for no effect and ±100 for the full control effect; nearly all actives have a fitted effect of over 55% in size
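Fluorescence dequenching readout, ex 525 nm/em 598 nm, kinetic mode: forked duplex DNA (100 nM final) with adjacent fluorophore and quencher unwound by WRN (20 nM final) with 2 mM ATP. Compound preincubation 15 min, room temperature.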
Abeta rescue = compounds reversing amyloid beta toxicity in yeast. 410,000 compounds, 0.063% hits. Potency, µM (doses to about 46.1 µM), for the others: at the top dose growth rescue, hits mostly activators. yeast expressing A-beta42, growth rescue, OD600, 48 h; response scale: 0% DMSO, 100% iron-clioquinol control. AID 1347071; also: potency is read from the fitted curve at half-maximal effect; nearly all actives have a fitted effect of over 55% in size
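Growth rescue measured by 600 nm absorbance after 48 h yeast culture at 30 C with compound. Values normalized between DMSO and an equimolar ferric chloride plus clioquinol control.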
FUS yeast rescue = suppressors of FUS proteinopathy in yeast; S. cerevisiae FUS-expressing, growth rescue, OD600, 24 h; Potency, µM (series often up to 76.6 µM), inactives show top-dose growth rescue (activation), actives largely listed as activators; AID 1347120; 390,000 compounds, 0.24% hits;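 also: potency is read from the fitted curve at half-maximal effect; plate controls were DMSO vehicle for no effect and reference control for full effect; nearly all actives have a fitted effect of over 55% in size; some results filed as inactive show a strong effect at the top dose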
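Read-out: OD at 600 nm after 24hr at 30C, reporting rescue of FUS-induced yeast toxicity. Cells at OD 0.005 in galactose (2%) minimal medium; compounds tested in a dilution series; CP55940 titration from 92uM final as control.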
IL-2 act = activators of IL-2. IL-2 activation reporter assay, cell-based qHTS; stimulated with anti-CD3/CD4/CD28 beads; in transgenic mouse T cells. activation, % (series mostly up to about 46 µM). 360,000 compounds, 0.065% hits; in the data active = activation above about 50%; inconclusive = mostly about 30% to 49%; also: 0% is about no effect
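EGFP and DsRed fluorescence is measured by plate cytometry in unstimulated transgenic mouse T cells exposed to compound for 60 minutes, then stimulated 18 hours at 37 degrees C with anti-CD3/anti-CD4 beads plus anti-CD28.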
PLK1 PBD inh = PLK1 (human) polo-box domain binding inhibition. Plk1 PBD binding of FITC phosphopeptide, fluorescence polarization. Potency, µM, inactives show max response, negative = inhibition, most hits filed as inhibitors. 360,000 compounds, 2.8% hits. AID 720504; also: potency is read from the fitted curve at half-maximal effect; series mostly up to about 57 µM; % is scaled to controls: 0 for no effect and ±100 for the full control effect; nearly all actives have a fitted effect of over 65% in size
Target sequence (P53350 whole entry, looked up, the tested form may be a part): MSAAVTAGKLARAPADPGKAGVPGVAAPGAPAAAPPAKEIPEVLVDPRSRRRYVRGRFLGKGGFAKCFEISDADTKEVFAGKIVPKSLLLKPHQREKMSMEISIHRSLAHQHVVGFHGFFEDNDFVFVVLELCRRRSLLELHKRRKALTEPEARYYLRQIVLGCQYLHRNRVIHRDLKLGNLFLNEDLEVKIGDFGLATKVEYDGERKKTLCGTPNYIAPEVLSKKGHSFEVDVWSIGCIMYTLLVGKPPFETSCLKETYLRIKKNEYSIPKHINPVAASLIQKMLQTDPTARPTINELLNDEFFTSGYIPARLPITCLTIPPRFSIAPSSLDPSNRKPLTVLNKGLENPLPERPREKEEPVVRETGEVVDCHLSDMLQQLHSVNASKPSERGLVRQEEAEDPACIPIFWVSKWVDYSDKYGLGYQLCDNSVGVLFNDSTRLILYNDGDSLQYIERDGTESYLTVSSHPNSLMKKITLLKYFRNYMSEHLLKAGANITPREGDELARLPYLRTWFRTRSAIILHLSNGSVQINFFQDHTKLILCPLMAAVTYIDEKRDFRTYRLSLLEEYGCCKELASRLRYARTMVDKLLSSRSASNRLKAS
EPAC1 agonist = activates human EPAC1 exchange factor. O95398. Potency, µM (doses to about 154 µM), for inactives: at the highest dose activation, most hits filed as activators. EPAC1 agonist qHTS, biochemical assay; response scale: 100% = response to 6.5 mM cAMP. 360,000 compounds, 0.073% hits; also: potency is read from the fitted curve at half-maximal effect; nearly all actives have a fitted effect of over 60% in size
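Read-out is the fluorescence drop as BODIPY-GDP leaves Rap1B (480 nm excitation, 540 nm emission), recorded every 5 minutes over 30 minutes. Reactions held 100 nM EPAC1, 250 nM Rap1B–BODIPY-GDP and 50 uM GDP, with 6.5 mM cAMP setting full activation.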
An asterisk follows results filed as active; ? = inconclusive; nt = not tested or not shown; [ ] = another dose, or the depositor's remark. Unless noted, calls follow the shape of the dose curve; as a rule, active = well fitted curve in the direction sought with a large enough effect; inconclusive = small, poorly fitted or top-dose-only effect, or another doubt; inactive = no such curve, though single readings can be large; an effect the other way counts as inactive or inconclusive.

SMILES	aSyn rescue	PI5P4Ka inh	EPAC1 antag	WRN helicase inh	Abeta rescue	FUS yeast rescue	IL-2 act	PLK1 PBD inh	EPAC1 agonist
C=C1CCC[C@]2(C)C[C@H]3OC(=O)C(CNC(C)CC)[C@H]3CC12 (stereo partly drawn)	-8%	7	?	-7%	10%	-31%	0.2	-11%	2%
CCC(CC)C(=O)Nc1cccc(/C(C)=N\NC(=O)c2ccc(C)s2)c1	1%	-3	-3%	12%[57.1 µM]	2%	-4%	-0.3	-5%	-2%
O=C(CCc1ccc(S(=O)(=O)N2CCOCC2)cc1)Oc1ccccc1	-3%	nt	4%	0%	6%	38%	3.6	-1%	4%
CCCCN(C(=O)c1cccc(S(=O)(=O)N(C)c2ccc(C)cc2)c1)c1c(N)n(CCCC)c(=O)[nH]c1=O	4%	13	11%	-7%	-6%	9%	-0.3	-3%	-7%
O=C(Nc1ccc(N2CCCCC2)cc1)c1ccc(F)cc1	-12%	-6	10%	4%	-8%	16%	0.0	-7%	4%
Cc1ccccc1CSCCNS(C)(=O)=O	1%	nt	12%	-1%	-4%	2%	-2.1	-8%	-2%
Cc1ccc(CSc2nc(-c3ccccc3)c(C#N)c(=O)[nH]2)cc1	-2%	-3	?	-11%	-5%	8%	-1.7	?	-5%
CC(NC(=O)/C(C#N)=C/c1ccc(OCC(=O)O)cc1)c1ccccc1 (stereo not drawn)	0%	-2	1%	-4%	-13%	-6%	-0.3	-9%	0%
Cc1c(C(=O)OC(C)C)sc(NC(=O)C2CCCO2)c1C(=O)OC(C)C (stereo not drawn)	3%	nt	14%	-2%	-1%	-8%	0.4	?	-6%
CCc1nnc(NS(=O)(=O)c2ccc(Nc3ccc([N+](=O)[O-])c4nonc34)cc2)s1	-11%	-57*	?	?	-24%	?	2.0	?	-20%
O=C1C2CC=C(Cl)CC2C(=O)N1CCN1CCOCC1 (stereo not drawn)	0%	-4	3%	-5%	-1%	-18%	-0.7	0%	13%
Cc1cc2nc(CCN3CCOCC3)n(S(=O)(=O)c3ccc(C(C)(C)C)cc3)c2cc1C	1%	nt	6%	-6%	-7%	24%	1.2	-6%	5%
Cc1ccc(S(=O)(=O)N2CCOC2CNC(=O)C(=O)NCc2cccnc2)cc1 (stereo not drawn)	-12%	-2	0%	-1%	1%	-21%	-1.4	-6%	2%
Cc1nc(N2CCOCC2)c2c(C)c(C(=O)Nc3ccccc3C(F)(F)F)sc2n1	8%	2	-17%	3%	-18%	6%	-1.2	5%	-4%
CNCc1cc(C)n(-c2cc(S(=O)(=O)N3CCOCC3)ccc2N2CCCC2)c1C	-9%	-3	-3%	3%	-10%	5%	-2.8	-20%	10%
O=C1OC(C(=O)NCc2ccccc2)Cc2ccccc21 (stereo not drawn)	-2%	6	-2%	4%	-16%	-24%	-0.4	0%	-5%
CCOC(=O)c1nc(N2CCN(C(=O)OCC)CC2)c2c3c(sc2n1)CCCC3	16µM*	nt	1%	-5%	-4%	24%	-1.7	-8%	-4%
CC(=O)Nc1ccc(NC(=O)C2(C)Cc3c(-c4ccccc4)ccnc3O2)cc1 (stereo not drawn)	-1%	3	-6%	1%	-14%	15%	0.3	1%	-14%
CCOc1cc(/C=C/C(=O)O)ccc1OCc1ccccc1	5%	-2	19%	6%	-6%	-12%	1.1	-6%	3%
S=c1[nH]c2ccccc2c2ccccc12	4%	-30	3%	3%	29%	-23%	3.9	19µM*	1%
OCC[C@H]1C[C@@H](O)[C@H](O)[C@@]2(Cc3ccccc3CO2)O1	-12%	-3	-3%	0%	-4%	-16%	-2.0	-19%	9%
Cn1c(=O)[nH]c(=O)c2c1nc(OC(=O)c1ccccc1)n2CC(O)COc1ccc(F)cc1 (stereo not drawn)	2%	nt	-2%	-10%	6%	27%	-0.2	-12%	4%
CC(C)C[C@H](NC(=O)Nc1cccc(C(F)(F)F)c1)C(=O)O	10%	nt	9%	-3%	4%	-2%	4.7	-1%	-9%
Cc1ccc(NC(=O)N2C3CCCC2CC(NC(=O)C2CC2)C3)cc1 (stereo not drawn)	-1%	2	-5%	-9%	-1%	17%	-2.5	0%	-3%
COC/C=C/C1=CC2=CC(=O)C(C)(OC(=O)c3cnc4ccccc4n3)C(=O)C2=CN1CCCOC(C)C (stereo not drawn)	-7%	-2	-23%	-11%	-10%	39%	0.3	-21%	-17%
CCCC(=O)NC(=S)Nc1ccccc1OC	-3%	3	-4%	-5%	3%	?	-2.4	-15%	7%
FC(F)(F)c1nc2ncc(Cl)cc2[nH]1	1%	nt	23%	3%	-22%	30%	-0.4	-9%	13%
O=C(O)c1nnn(-c2ccc(F)cc2F)c1-c1ccccc1	-1%	-3	-15%	1%	-4%	20%	-2.1	-8%	7%
S=C(Nc1cccc2ccccc12)N1CCN(c2ncccn2)CC1	0%	5	-2%	-2%	?	-2%	0.1	-13%	13%
CNCc1ccccc1OCC(=O)Nc1ccccc1	0%	nt	0%	-9%	6%	23%	-2.3	1%	3%

For reference, part of the list above:
SMILES	aSyn rescue	PI5P4Ka inh	EPAC1 antag	WRN helicase inh	Abeta rescue	FUS yeast rescue	IL-2 act	PLK1 PBD inh	EPAC1 agonist
OCC[C@H]1C[C@@H](O)[C@H](O)[C@@]2(Cc3ccccc3CO2)O1	-12%	-3	-3%	0%	-4%	-16%	-2.0	-19%	9%
Cn1c(=O)[nH]c(=O)c2c1nc(OC(=O)c1ccccc1)n2CC(O)COc1ccc(F)cc1 (stereo not drawn)	2%	nt	-2%	-10%	6%	27%	-0.2	-12%	4%

Later entries.
SMILES	aSyn rescue	PI5P4Ka inh	EPAC1 antag	WRN helicase inh	Abeta rescue	FUS yeast rescue	IL-2 act	PLK1 PBD inh	EPAC1 agonist
CC1=C[C@H](C)[C@H](c2c(F)cccc2Cl)CC1=O	2%	-3	11%	-7%	8%	-42%	-0.6	5%	-6%
C[C@H](CO)N1C[C@H](C)[C@@H](CN(C)S(=O)(=O)c2ccccc2F)Oc2ncc(Br)cc2C1=O	-1%	4	9%	-2%	20%	-4%	4.7	-8%	11%
COc1cccc(N2CC(O)Cn3c2nc2c3c(=O)[nH]c(=O)n2C)c1 (stereo not drawn)	-12%	2	-20%	4%	2%	22%	0.2	-11%	-1%
C[C@H]1COC(=O)[C@@H](CC(=O)OC(C)(C)C)C/C=C\C[C@H](CC(=O)NCCO)C(=O)N1	-6%	2	0%	9%	6%	10%	-0.3	1%	4%
Cc1ccnc2c1NC(=O)c1cccnc1N2C1CC1	-4%	-2	14%	-9%	0%	-40%	0.3	-3%	-21%
O=C(Cn1c(-c2ccccc2)c[n+]2ccsc12)c1ccc([N+](=O)[O-])cc1	4%	-18	9%	-4%	-9%	7%	-4.5	30µM*	17%
O=C(Nc1cccc([N+](=O)[O-])c1)ONC1=NCCCCC1	1%	5	2%	-7%	-3%	0%	-1.1	?	7%
O=C(O)c1ccc(N2CC3CC(C2)c2cccc(=O)n2C3)c(NC(=S)Nc2ccc(Cl)cc2Cl)c1 (stereo not drawn)	0%	-17	-2%	-3%	2%	3%	-2.7	12µM*	-17%
CCn1c(COc2ccccc2OC)nnc1SCC(=O)NC1CCCC1	5%	2	9%	-6%	-6%	14%	-2.9	-15%	-6%
COc1ccc(/C=N/NC(=O)CNC(=O)c2ccc3c(c2)OCCO3)c(C(=O)O)c1OC	-7%	-3	-1%	-5%	0%	0%	-2.5	-4%	16%
O=C(C1CCN(Cc2cc(Cl)ccc2O)CC1)N1CCN(Cc2ccccc2)CC1	-2%	-1	-10%	-17%	-19%	nt	0.3	-14%	9%
COc1cccc(OC)c1C(=O)N1CCN(Cc2c[nH]c3ccccc23)CC1	-1%	9	10%	3%	4%	-24%	4.3	-10%	12%
CC(C)c1ccc(C(C)NCCS(=O)(=O)c2ccc(Cl)cc2)cc1 (stereo not drawn)	-4%	-5	-24%	-1%	16%	24%	-0.8	-7%	3%
CCCNC(=O)C1(C)CCN(C(=O)c2cccc(Cl)c2)C1 (stereo not drawn)	3%	-4	1%	-1%	1%	-22%	-0.5	-5%	1%
O=C(C1=C[C@H](C2CCCCC2)C[C@H](OCCCCO)O1)N1CCN(Cc2ccccc2)CC1	2%	0	-7%	1%	4%	2%	0.7	2%	-8%
CCOP(=O)(OCC)C(NC(=O)Nc1cccc(Cl)c1)c1ccccc1 (stereo not drawn)	7%	8	-4%	-9%	13%	10%	-2.6	-1%	-4%
Cc1ccccc1N1CCN(C2CCCN(C(=O)c3cnsn3)C2)CC1 (stereo not drawn)	1%	8	2%	1%[57.1 µM]	14%	-10%	-2.0	-4%	3%
Clc1cccc(Cc2c(C3CCCCC3)nc3c4ccccc4ccn23)c1	-2%	0	-4%	-2%	-5%	-5%	0.3	-1%	-6%
COc1cc(OC)cc(C(=O)Nc2ncc3c(n2)CC(C)CC3=O)c1 (stereo not drawn)	2%	-6	0%	-2%	13%	12%	0.4	-9%	3%
Cc1nn(-c2ccc(C(F)(F)F)cn2)c(C)c1Oc1ccccc1O	13%	0	-28%	-10%	-9%	2%	-0.3	-1%	3%

Compounds were not picked by outcome; about 4.1% have a hit in one of these screens.
